14-3-3g Raf – 14-3-3 gamma protein interaction modulation. FP, 14-3-3gamma / TMR-pS259-Raf peptide binding. inhibition, % at 40 µM. 0.19% of 160,000 active. AID 422; in the data active = inhibition above about 30%;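 also: 0% = protein plus tracer without compound and 100% = blank with tracer alone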
Target sequence (P61981 whole entry, looked up): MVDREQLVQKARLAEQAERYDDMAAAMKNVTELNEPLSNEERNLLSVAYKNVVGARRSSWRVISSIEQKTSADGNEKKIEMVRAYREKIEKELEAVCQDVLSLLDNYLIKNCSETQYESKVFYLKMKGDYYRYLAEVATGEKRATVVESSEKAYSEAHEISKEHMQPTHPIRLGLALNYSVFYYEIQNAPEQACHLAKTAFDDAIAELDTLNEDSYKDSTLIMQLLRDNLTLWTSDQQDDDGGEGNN
Starred values were filed as active, the others as inactive; & = joins results of further samples.

smiles | 14-3-3g Raf
Cc1nn(C)c(C)c1S(=O)(=O)NCc1ccccc1 | -16
COc1cc2ccccc2cc1C(=O)Nc1cccc(C(F)(F)F)c1 | -9
O=C(C1CCN(S(=O)(=O)c2cccc3cccnc23)CC1)N1CCN(c2ccccn2)CC1 | -6
COc1cc(C(=O)Nc2ccc3c(c2)OCCO3)ccc1-n1cnnn1 | -3
Cc1cc(C(=O)Nc2c(C)nn(Cc3c(Cl)cccc3Cl)c2C)no1 | -4
CCOC(=O)c1cnn2c(C(F)(F)F)cc(-c3ccc(OC)c(OC)c3)nc12 | 10
Cc1cccc(Oc2ccc(N3C(=O)C4CC=CC(C)C4C3=O)cc2)c1 (stereo unspecified) | -14
Cc1cc(Nc2cccc3ccccc23)n2c(nc3ccccc32)c1C#N | -101
O=C(Nc1ccc(S(=O)(=O)N2CCCCC2c2cccnc2)cc1)c1ccccc1F (stereo unspecified) | -7
CC1CCCC(C)N1CCCNC(=O)Cn1cc2c(n1)CCCC2 (stereo unspecified) | 4
CSc1n[nH]c(NCc2ccccc2)n1 | -1
Cc1nc2ccccn2c1C(=O)NCCCN1CCOCC1 | -3
COc1ccc(NC(=O)CN(C)S(=O)(=O)c2ccc3c(c2)OCCO3)c2ncccc12 | -12
COc1ccc2[nH]cc(C(=O)N3CCCCC3)c(=O)c2c1 | -7
COc1ccccc1CNS(=O)(=O)c1cc(C(=O)Nc2ccc(C(C)C)cc2)ccc1F | -13
O=C(NCc1cccs1)c1ccc2c(c1)N(Cc1ccc(F)cc1)C(=O)CS2 | -3
CCOc1ccc2nc(SCC(=O)c3cccs3)sc2c1 | -5
O=C1c2ccccc2-c2nn(-c3ccccc3)c(=O)c3ccc(Cl)c1c23 | 1
CCc1nnc2sc(-c3ccc(NC(=O)CSc4ccc(Cl)cc4)cc3)nn12 | -8
Nc1cc(S(=O)(=O)C(F)(F)F)ccc1C(=O)O | 1
CS(=O)(=O)N1CCc2cc(Br)ccc21 | -3
COC(=O)C(CC(C)C)NC(=O)C1c2ccccc2Oc2ccccc21 (stereo unspecified) | 1
Cn1c(=O)c(NC(=O)c2ccccc2)c2n(c1=S)CCCCC2 | -1
COc1ccc(C)cc1NC(=O)CSc1cc(=O)n(C)c2cc(Cl)ccc12 | 0
CSc1ccc(C(=O)c2[nH]c(=O)[nH]c2C)cc1 | 2
O=C(Nc1ccc(S(=O)(=O)N2CCCCC2)cc1)c1ccncc1 | 1
Cc1ccc(C2CCCCC2)c(O)c1 | -8
CCCc1nc(N)c(C#N)c(-c2cccnc2)c1CC | 1
CC1=C(C)CC(C(=O)c2cc(C)ccc2C)C(C(=O)O)C1 (stereo unspecified) | -11
Cc1cc(C)c(S(=O)(=O)NCCn2ccc3ccccc32)c(C)c1 | -12
Cn1c(=O)c2nc(-c3ccc(Br)cc3)oc2c2ccccc21 | -6
C/C=C/CSc1nc2c(c(=O)[nH]c(=O)n2C)n1C(C)C | -2
Cc1cc(NC(=O)COC(=O)c2cccc(S(=O)(=O)N3CCOCC3)c2)no1 | -3
CCc1ccccc1NC(=O)c1nnn(CC(=O)Nc2cccc(C)c2C)c1N | 1
COc1ccc(-c2n[nH]c(=S)o2)cc1OC | 0
O=C(CSc1nc2ccccc2c(=O)n1CC1COc2ccccc2O1)N1CCCCCC1 (stereo unspecified) | -8
CSc1cccc(N2C(=S)NC3CC2(C)Oc2ccccc23)c1 (stereo unspecified) | 0
CC1(C)CC(=O)C2=C(C1)OC(=O)C2(NC(=O)c1cccs1)C(F)(F)F (stereo unspecified) | -7
Cc1ccc2cccc(S(=O)(=O)Nc3ccc4c(c3)OCO4)c2n1 | -15
CN(CC(=O)Nc1ccc(C#N)cc1)Cc1ccc(Cl)cc1 | -9
Cn1c(=O)c2c(nc(SCC(=O)NCc3ccco3)n2C)n(C)c1=O | 7
O=C(O)c1cccc(NS(=O)(=O)c2ccc3nnn(O)c3c2)c1 | 4
COc1ccccc1NC1OC(=O)c2ccccc21 (stereo unspecified) | -2
CCS(=O)(=O)Nc1ccc(C2=NN(S(=O)(=O)CC)C(c3cccc(F)c3)C2)cc1 (stereo unspecified) | 0
O=C(c1ccc2c(c1)[nH]c(=S)n1c3ccccc3nc21)N1CCN(c2ccc(F)cc2)CC1 | 2
Cc1ccc(C=C2CCCC3=C2Nc2ncnn2C3c2ccc(C)cc2)cc1 (stereo unspecified) | 5
Cc1cc(C)c2cc(CN(CCO)Cc3nnnn3Cc3ccc(F)cc3)c(=O)[nH]c2c1 | -1
O=C(Nc1ccc2c(c1)OCO2)C1c2ccccc2Oc2ccccc21 | -23
CCOC(=O)C1=C(NC(=O)Cc2ccccc2)c2ccccc2CC1(CC)CC | -3
Cc1ccccc1NC(=O)c1ccccc1O | 3
CCCCc1ccc(NC(=O)N[C@H](C(=O)O)C(C)C)cc1 | -11
CC(C)(C)c1ccc(-c2nc(C#N)c(NCc3ccncc3)o2)cc1 | -12
Cc1ccc(-c2[nH]c3ccccc3c2C)cc1 | -6
Clc1ccc(-c2csc(=Nc3ccccn3)n2-c2ccccc2)cc1 | -8
Cn1c(=O)n(CC(=O)NCc2cccnc2)c2ccccc21 | 1
COc1ccc(C(=O)NC(=O)N2CCCCC2)cc1 | -5
COC(=O)c1ccc(C(=O)OC)c(NC(=O)c2cc3nc(-c4ccc5c(c4)OCO5)cc(C(F)(F)F)n3n2)c1 | -44
COc1ccc(Br)cc1CNC(=O)CCc1nc(-c2ccccc2F)no1 | -1&-1
O=C(CCCCCN1C(=O)CCC1=O)Nc1ccc2c(c1)OCCO2 | 6
CCOc1cccc(C(=O)Nc2ccc(Br)cn2)c1 | 5

(listing goes on)
smiles | 14-3-3g Raf
Cc1ccccc1NC(=O)c1c(O)c2cccc3c2n(c1=O)CCC3 | -1&-2
COc1ccccc1C1CC(=O)C2=C(C1)NC(C)=C(C(=O)OC(C)C)C2c1cc(OC)c(OC)c(OC)c1 (stereo unspecified) | 1
Cn1c(=O)c2c(nc(NCCOCCO)n2Cc2ccc(Br)cc2)n(C)c1=O | -7
COc1ccc(-c2nnc3sc(-c4cccs4)nn23)cc1OC | -5
CCOCCCN1C(=O)CN(C2CCCCC2)C(=O)C1c1ccc(F)cc1 (stereo unspecified) | -3
COC(=O)c1ccccc1NS(=O)(=O)c1ccc(F)cc1 | -1
CCC(=O)Oc1ccc2c(=O)c(-c3ccc4c(c3)OCCO4)c(CC)oc2c1 | -11
COc1cccc(NC(=O)CC2SC(=Nc3ccccc3)NC2=O)c1 (stereo unspecified) | -1
CCCOc1ccc2ccccc2c1/C=N/n1cnnc1 | -1
COc1cc(S(=O)(=O)N2CCN(c3ccccc3)CC2)ccc1Cl | -5
CCOc1ccc(C(=O)N2CCN(c3c(Cl)cccc3[N+](=O)[O-])CC2)cc1[N+](=O)[O-] | 6
COc1cc(OC)c(C2Nc3ccccc3NC3=C2C(=O)CC(C)(C)C3)cc1OC (stereo unspecified) | -2
CCSc1cc(C2C(C(=O)OC)=C(C)NC3=C2C(=O)CCC3)c(C)o1 (stereo unspecified) | -8
COc1ccc(C2=Nn3c(nnc3-c3ccccn3)SC2)cc1 | -5
O=C(O)c1ccc(-n2c(-c3ccccc3)n[nH]c2=S)cc1 | 6
Cc1cccc(C)c1N(CC(=O)Nc1cccc(N(C)S(C)(=O)=O)c1)S(C)(=O)=O | -9
CC(C)(C)CC(C)(C)NC(=O)c1cc2n(n1)C(C(F)(F)F)CC(c1ccc(Cl)cc1)N2 (stereo unspecified) | -5
CCCC(c1nnnn1C1CCCC1)N1CCN(c2ccccc2F)CC1 (stereo unspecified) | 0
COc1ccc(C2(C(=O)NCCCN(C)C)CCOCC2)cc1 | -4
O=C(NCc1cccs1)c1cc(-c2ccc(F)cc2)on1 | -9
Cc1ccc(N2C(=O)SC(Nc3ccc(C)cc3C)C2=O)cc1 (stereo unspecified) | 6
Cc1ccc(S(=O)(=O)NC(=O)COc2ccccc2C(N)=O)cc1 | -6
CN(CC(=O)NC1CCN(Cc2ccccc2)CC1)S(=O)(=O)c1ccc(Br)s1 | -6
Cc1ccc(NC(=O)C2CCCN(S(=O)(=O)c3c(C)noc3C)C2)nc1 (stereo unspecified) | 1
COc1cc(NC(=O)c2ccoc2C)c(OC)cc1Cl | -11
Cn1cc(CC(=O)N2CCN(c3ccccc3F)CC2)c2ccccc21 | -1
COCC(=O)N1CCc2cc(OC)c(OC)cc2C1COc1ccc2c(C)cc(=O)oc2c1 (stereo unspecified) | -8
O=[N+]([O-])c1cccc(S(=O)(=O)N2CCCCCC2)c1 | -2
O=C(c1ccc(F)cc1)C1CCN(C(=O)NCc2ccccc2)CC1 | -11
COc1ccc(C(=O)Nc2ccc(S(N)(=O)=O)cc2)cc1Br | -3

Part of the list above in order of count of non-hydrogen atoms, highest first.
smiles | 14-3-3g Raf
COCC(=O)N1CCc2cc(OC)c(OC)cc2C1COc1ccc2c(C)cc(=O)oc2c1 (stereo unspecified) | -8
Cc1cccc(C)c1N(CC(=O)Nc1cccc(N(C)S(C)(=O)=O)c1)S(C)(=O)=O | -9
CCOCCCN1C(=O)CN(C2CCCCC2)C(=O)C1c1ccc(F)cc1 (stereo unspecified) | -3
Cc1ccc(NC(=O)C2CCCN(S(=O)(=O)c3c(C)noc3C)C2)nc1 (stereo unspecified) | 1
O=C(c1ccc(F)cc1)C1CCN(C(=O)NCc2ccccc2)CC1 | -11
Cc1ccc(S(=O)(=O)NC(=O)COc2ccccc2C(N)=O)cc1 | -6
CCCOc1ccc2ccccc2c1/C=N/n1cnnc1 | -1

(more compounds)
smiles | 14-3-3g Raf
CC(C)C(=O)Nc1nnc(SCC(=O)NCc2cccs2)s1 | -5
COc1ccc(NC(=O)CCS(=O)(=O)c2ccc(Cl)cc2)cc1Cl | -20
O=C(Nc1ccccc1Cl)c1cc2n(n1)C(C(F)(F)F)CC(c1ccc(Cl)cc1)N2 (stereo unspecified) | 0
COc1ccc(-n2c(SCC(=O)Nc3nccs3)nc3c(sc(=S)n3-c3ccccc3)c2=O)c(OC)c1 | -10
CCOc1ccc(C(=O)Nc2cc(-c3nc4ncccc4o3)ccc2C)cc1 | -48
CCc1ccccc1NC(=O)CSc1nc2nc(C)c(Cc3cccc(C)c3)c(C)n2n1 | -6
CCOc1ccc(C(=O)Nc2cc3nn(-c4ccc(OC)cc4)nc3cc2C)cc1[N+](=O)[O-] | -13
O=C(Nc1nnc(-c2ccc(Br)cc2)s1)c1ccco1 | -22
CCc1ccc2nc(/N=C(\N)NC(=O)c3ccccc3)nc(C)c2c1 | 3
COc1ccc(C(=O)NCC(C)CN(C)C)cc1 (stereo unspecified) | -3
CCn1c(C)nc2cc(S(=O)(=O)N3CCCC3)ccc21 | -18&-52
COC(=O)C1(C(F)(F)F)N=C2C=CC(Br)=CN2C(c2ccc(F)cc2)=N1 (stereo unspecified) | -8
CCOC(=O)c1cc(NC(=O)c2cccnc2)cc(C(=O)OCC)c1 | -6
COC(=O)c1cc2c(s1)CN(C1CCCCC1C)C2 (stereo unspecified) | -44
Cc1c(Cl)cccc1NC(=O)C(NS(=O)(=O)c1cccs1)C(C)C (stereo unspecified) | -8
Cc1ccc(C(=O)C2=C(O)C(=O)N(Cc3cccnc3)C2c2ccc(C(C)(C)C)cc2)o1 (stereo unspecified) | -2
CC1CCN(CCCNc2nc(=S)[nH]c3ccccc23)CC1 | -20
O=C(c1cn(-c2ccccc2)nc1-c1cccs1)N1CCN(c2ccccn2)CC1 | 6
Cc1ccc(-c2ccc(=O)n(CC(=O)NCc3ccc4c(c3)OCO4)n2)cc1 | -28
O=c1c(-c2cccc(Cl)c2)c(C(F)(F)F)oc2c(CN3CCCCCC3)c(O)ccc12 | -11
Cc1cc2c(c(N3CCOCC3)n1)C(=O)OC2 | 5&-4
Cc1ccc(-c2nc(-c3cccnc3)no2)cc1 | -24&2
Cc1cccc(N2CCN(C(=O)CCSCc3ccc(Cl)cc3)CC2)c1C | 0
Cc1ccc(NC(=O)C2C3C=CC4(O3)C2C(=O)N(Cc2ccccc2Cl)C4C(=O)NC2CCCCC2)cc1Cl (stereo unspecified) | -9
CCc1ccc(C(=O)CSc2ncn[nH]2)cc1 | -3&-1
O=C(Nc1cccc(NC(=O)N2CCN(c3ccccc3)CC2)c1)N1CCN(c2ccccc2)CC1 | -3
CCc1ccccc1NS(=O)(=O)c1ccc2[nH]cc(C(=O)NCc3cccnc3)c(=O)c2c1 | -18
CCOC(=O)N1CCC(C(=O)Nc2ccc(OCC)cc2)CC1 | 0
CC(C)N1C(=O)CCC1C(=O)NCc1ccccc1Cl (stereo unspecified) | 0&-5
O=C(CCN1CCN(S(=O)(=O)c2ccc(Br)cc2)CC1)Nc1cccc(C(F)(F)F)c1 | 2
CCOC(=O)Nc1cc(Br)c2c(c1)OCCO2 | 2
Cc1ccc(CN2C(=O)CCC2C(=O)O)cc1 (stereo unspecified) | 6
COc1ccc2cc(CN(CCCN3CCOCC3)Cc3nnnn3C3CCCCC3)c(=O)[nH]c2c1 | 6
CC1CCN(S(=O)(=O)c2cccc(C(=O)c3cccc(S(=O)(=O)N4CCC(C)CC4)c3)c2)CC1 | -10
CC(C)CN(Cc1c(O)ccc2c(-c3ccccc3)cc(=O)oc12)CC(C)C | -1
O=C(Nc1cccc(F)c1)c1cccc(S(=O)(=O)N2CCCCCC2)c1 | -1
O=C(Nc1ccc(Br)c(C(F)(F)F)c1)c1ccc(F)cc1 | -4
Cc1cc(N2CCCCC2)nc2ccc(NC(=O)CCC(=O)NCC3CCCO3)cc12 (stereo unspecified) | -11
NC(=O)c1c(NC(=O)CSc2nc3ccccc3o2)sc2c1CCCC2 | -74
CCCOC(=O)CSC1=C(C#N)C(c2ccccc2Cl)CC(=O)N1 (stereo unspecified) | 2
CCC(Sc1nccn1C)C(=O)Nc1nc2ccccc2s1 (stereo unspecified) | 0
O=C(Cc1ccc(-n2c(=S)[nH]c3ccccc3c2=O)cc1)N1CCCC1 | -4

The list is partial (hit frequency here may not be typical).
